# TrxR1 substrate: substrates of rat thioredoxin reductase 1. O89049. purified TrxR1 substrate turnover, NADPH consumption readout. Potency, µM (series often up to 114 µM), inactives show at the highest dose activity change, negative = substrate turnover. 0.01% of 390,000 active. AID 588456; note: potency is the fitted concentration of half-maximal effect; % is set by controls: 0 for no effect and ±100 for the full control effect; nearly all actives have a fitted effect of over 50% in size
#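 Rat TrxR1, dispensed at 90 nM, was prereduced with 400 uM NADPH (final) for 5 min at ~22 deg C, then incubated with compound 15 min before 400 uM selenite. A first-read NADPH fluorescence drop versus no-compound background flagged substrates.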
# PI4K2A inh: inhibitors of human PI4K2A | Q9BTU6 | 0.13% of 420,000 active | activity change, negative = inhibition, % at 76.9 µM | purified PI4K2A, ADP-Glo luminescence, 1 h; hits give low values; in the data active = activity change below about -50%; inconclusive = mostly about -30% to -49%;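 note: -100% = wells without enzyme as full effect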
#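 PI4K2A activity was measured by ADP-Glo luminescence: enzyme (4 ug/mL stock) and phosphatidylinositol (1.2 mM stock) in Tris pH 7.5/MgCl2/EGTA/Triton X-100 buffer were reacted with ATP (300 microM stock) for one hour at ambient temperature.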
# GRP78 ERSR act: induces the endoplasmic reticulum stress response in human glioma cells; 0.02% of 420,000 active; Potency, µM, for inactives: at the top dose activation, usual class: activators; U87-MG GRP78 promoter luciferase reporter, 16 h; AID 602332; note: potency is the fitted concentration of half-maximal effect; series mostly up to about 76 µM; % of control where 0% means no effect; nearly all actives have a fitted effect of over 35% in size
#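 Stably transfected U87-MG glioma cells carrying a GRP78-based luciferase sensor; 16 h compound incubation. Luminescence end-point read 10 min after Bright-Glo addition at room temperature.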
# USP1 inh: USP1/UAF1 (human) deubiquitinase inhibition. O94782. recombinant USP1/UAF1, Ub-Rhodamine cleavage fluorescence. Potency, µM (titrated, usually from 57.1 µM), inactives show at the top dose activity change, negative = inhibition, actives largely listed as inhibitors. 0.23% of 390,000 active. AID 743255; note: potency is the fitted concentration of half-maximal effect; % is set by controls: 0 for no effect and ±100 for the full control effect; nearly all actives have a fitted effect of over 60% in size; inactives centre near -12
# Target sequence (O94782 whole entry, looked up): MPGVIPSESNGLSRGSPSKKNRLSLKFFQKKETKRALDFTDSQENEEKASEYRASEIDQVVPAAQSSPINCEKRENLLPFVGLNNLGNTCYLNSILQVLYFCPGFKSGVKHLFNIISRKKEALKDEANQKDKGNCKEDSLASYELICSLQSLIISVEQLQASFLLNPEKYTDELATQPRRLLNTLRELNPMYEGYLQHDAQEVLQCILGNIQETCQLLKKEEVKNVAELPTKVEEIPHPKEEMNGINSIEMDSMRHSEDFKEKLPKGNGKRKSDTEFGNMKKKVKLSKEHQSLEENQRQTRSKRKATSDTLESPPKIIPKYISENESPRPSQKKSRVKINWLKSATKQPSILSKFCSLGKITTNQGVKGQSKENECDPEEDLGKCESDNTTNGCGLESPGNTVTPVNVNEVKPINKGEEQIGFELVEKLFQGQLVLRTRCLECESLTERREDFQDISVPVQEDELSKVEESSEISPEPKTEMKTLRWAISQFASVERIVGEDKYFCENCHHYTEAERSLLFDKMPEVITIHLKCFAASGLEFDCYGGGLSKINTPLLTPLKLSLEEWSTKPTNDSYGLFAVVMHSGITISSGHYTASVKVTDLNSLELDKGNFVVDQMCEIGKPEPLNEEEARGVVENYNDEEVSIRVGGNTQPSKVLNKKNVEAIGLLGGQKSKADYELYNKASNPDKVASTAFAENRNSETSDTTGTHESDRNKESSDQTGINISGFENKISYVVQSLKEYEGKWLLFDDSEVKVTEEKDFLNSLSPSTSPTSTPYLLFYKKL
#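 In this screen, compounds sit with the deubiquitinase complex (1nM) for 15 min at room temperature before Ub-Rho is added at 150nM final. Fluorescence rise is then followed for 6 reads every 60 seconds.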
# Vif-A3F inh: blocks the Vif interaction with APOBEC3F. HeLa A3F-eYFP + Vif (tagged APOBEC3F with the HIV-1 protein that degrades it), YFP fluorescence increase. Potency, µM (highest dose often 46.1 µM), inactives show at the highest dose activity, negative = active. 0.2% of 390,000 active. AID 602313; note: potency is the fitted concentration of half-maximal effect; % of control where 0% means no effect; nearly all actives have a fitted effect of over 65% in size
#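 Fluorescence increase (Ex 488/Em 500-530) after overnight compound treatment at 37 deg C flags inhibition of Vif-driven A3F-eYFP loss in stable HeLa A3F-eYFP/Vif cells seeded overnight beforehand.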
# mIDH1 inhibitor: blocks human mutant IDH1 R132H enzyme. O75874. IDH1-R132H enzyme, NADPH consumption, diaphorase/resazurin fluorescence. Potency, µM (highest dose often 76.6 µM), inactives show top-dose activity change, negative = inhibition, most hits filed as inhibitors. 0.093% of 390,000 active. AID 602179; note: potency is the fitted concentration of half-maximal effect; % is set by controls: 0 for no effect and ±100 for the full control effect; nearly all actives have a fitted effect of over 65% in size
#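 IDH1-R132H (0.5 ug/mL) preincubated 30 min with compound, then NADPH (0.016 mM) and alpha-KG (2 mM) added; 80 min at RT, pH 7.5. Remaining NADPH coupled via diaphorase/resazurin to fluorescence (540/590 nm); concentration-response curves normalized to no-enzyme control.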
# LDHA inh: inhibitors of human lactate dehydrogenase A. P00338. purified LDHA, NADH/diaphorase-resazurin fluorescence; hits give low values. activity change, % (values are at about 110 or 230 µM). 0.15% of 480,000 active. AID 1347041; in the data active = activity change below about -30%; inconclusive = mostly about -25% to -30%;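 note: plate controls were DMSO wells for no effect and wells without enzyme for full effect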
#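 Human LDH5 (2 nM) was incubated with 0.06 mM NADH and 0.2 mM pyruvate for 5 min at room temperature in Tris pH 7.4. Remaining NADH was coupled through diaphorase/resazurin, and resorufin fluorescence was read at 0 and 20 min.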
# RXFP1 ag: activates the human relaxin receptor RXFP1 | 0.3% of 370,000 active | HEK293T-RXFP1 cAMP TR-FRET, 30 min; response scale: percent of porcine relaxin response, buffer zero | AID 2676 | Potency, µM (titrated, usually from 57.5 µM), for inactives: top-dose activation, usual class: activators; note: potency is the fitted concentration of half-maximal effect; % is set by controls: 0 for no effect and ±100 for the full control effect; nearly all actives have a fitted effect of over 60% in size; many of its hits are not listed in these tables
#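 HEK293 cells stably expressing RXFP1, treated 30 min at 37C with compounds plus PDE4 inhibitor Ro 20174; cAMP measured by HTRF TR-FRET. Normalized to buffer and 29 nM porcine relaxin; EC50 by Hill fit.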
# Vif-APOBEC3G blk: Vif-A3G binding inhibition. HeLa A3G-eYFP + Vif (tagged APOBEC3G with the HIV-1 protein that degrades it), YFP fluorescence, overnight. Potency, µM (series often up to 46.1 µM), inactives show top-dose activity, negative = active, actives largely listed as inhibitors. 0.076% of 410,000 active. AID 602310;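 note: potency is the fitted concentration of half-maximal effect; % is set by controls: 0 for no effect and ±100 for the full control effect; nearly all actives have a fitted effect of over 60% in size; hits raise eYFP signal because A3G escapes Vif-driven loss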
#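 HeLa cells stably expressing Vif and C-terminally eYFP-tagged A3G, seeded overnight at 37 deg C, then exposed to compound by pintool overnight at 37 deg C. Rise in yellow fluorescence (Ex 488/Em 500-530, Acumen) marks blocked Vif-driven A3G degradation.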
# An asterisk follows results filed as active; ? = inconclusive; . = not tested or not shown; & = joins results of further samples; [ ] = dose if it differs, or a comment. Unless noted, calls come from the whole dose curve; as a rule, active = well fitted curve in the direction sought with a large enough effect; inconclusive = small, poorly fitted or top-dose-only effect, or another doubt; inactive = no such curve, though single readings can be large; an effect the other way counts as inactive or inconclusive. Some of the compounds tested, so the mix of outcomes need not match the whole.
SMILES,TrxR1 substrate,PI4K2A inh,GRP78 ERSR act,USP1 inh,Vif-A3F inh,mIDH1 inhibitor,LDHA inh,RXFP1 ag,Vif-APOBEC3G blk
COc1ccc(S(=O)(=O)Nc2cccc(C(C)=O)c2)cc1Br,-8%[57.1 µM],4,-4%,?,-2%,9%,3,-0.7%,-9%
Cn1c(=O)[nH]c(=O)c2c1nc(SCCN1CCCCC1)n2Cc1ccccc1,2%,-4,1%,1%,.,2%,3,0.1%,-5%
Clc1ccccc1C1SCC2Nc3ccccc3CN21 (centres undefined),8%[57.1 µM],5,14%,-9%,-1%,8%,-3,0.9%,-25%
O=C(/C=C/c1ccccc1Cl)Nc1ccc2c(c1)C(=O)NC2=O,27%,-19,-3%,?,3%,-5%,-46*,-3.2%,-1%
Cc1ccc(S(=O)(=O)Nc2cccc(-c3cn4cccc(C)c4n3)c2)c(C)c1,5%,-1,.,-12%,.,.,-6,3.6%,.
Cc1cccc(Cn2c(C(=O)OC(C)C)cc3c2ccn3C)c1,2%[11.4 µM],1,-5%,-21%,-4%,10%,18,1.5%,-10%
CCOC(=O)C1CCCN(S(=O)(=O)c2ccc(NC(C)=O)cc2)C1 (centres undefined),2%,5,-5%,-16%,1%,-11%,-4,2.7%,0%
CCOC(=O)C1=C(CSc2nc(-c3ccccc3)ccc2C#N)OC(N)=C(C#N)C1c1cccnc1 (centres undefined),-2%[57.1 µM],-7,1%,-14%,?,4%,10,5.7%,?
Cc1ccccc1NC(=O)Cn1c(NCC(C)O)nc2ccccc21 (centres undefined),-4%,-2,-3%,2%,-9%,-16%,-3,0.1%,-1%
Cc1cc(-c2ccc(C)c(S(=O)(=O)NCCc3ccc(S(N)(=O)=O)cc3)c2)on1,0%,2&-1,-4%&-2%,-20%&-20%,-4%&-6%,15%&4%,-7&-5,1.6%&-0.3%,-2%&1%
CCN(CC(=O)Nc1ccc(NC(C)=O)cc1)C(=O)c1cc(CN2C(=O)c3ccccc3C2=O)ccc1OC,-5%,-1,-5%,-20%,-5%,2%,-7,0.8%,1%
CCOc1ccc(-n2c(=O)c3sc4ccccc4c3n(Cc3cccc(C)c3)c2=O)cc1,9%,-1,-1%,-12%,-1%,9%,7,11%,4%
O=c1[nH]c(Nc2ccccc2)cc2ccccc12,39%,?,-3%,2.5µM*,-14%,-7%,16,0.0%,-25%
COc1ccc(NC(=O)c2ccc(C)cc2)cc1,-3%,-14,-9%,-16%,4%,-1%,4,-0.4%,1%
COc1ccccc1CNC(=O)CSCc1nc(-c2ccc(OC)c(OC)c2)oc1C,22%,-1,-3%,-8%,0%,-3%,-2,0.6%,-4%

# Full records as entered above. Screens in order: TrxR1 substrate | PI4K2A inh | GRP78 ERSR act | USP1 inh | Vif-A3F inh | mIDH1 inhibitor | LDHA inh | RXFP1 ag | Vif-APOBEC3G blk
# CCOC(=O)C1CCCN(S(=O)(=O)c2ccc(NC(C)=O)cc2)C1 (centres undefined) is listed with 2% | 5 | -5% | -16% | 1% | -11% | -4 | 2.7% | 0%
# Cc1cccc(Cn2c(C(=O)OC(C)C)cc3c2ccn3C)c1 is listed with 2%[11.4 µM] | 1 | -5% | -21% | -4% | 10% | 18 | 1.5% | -10%
# COc1ccc(S(=O)(=O)Nc2cccc(C(C)=O)c2)cc1Br is listed with -8%[57.1 µM] | 4 | -4% | ? | -2% | 9% | 3 | -0.7% | -9%
# Clc1ccccc1C1SCC2Nc3ccccc3CN21 (centres undefined) is listed with 8%[57.1 µM] | 5 | 14% | -9% | -1% | 8% | -3 | 0.9% | -25%
# Cc1ccc(S(=O)(=O)Nc2cccc(-c3cn4cccc(C)c4n3)c2)c(C)c1 is listed with 5% | -1 | . | -12% | . | . | -6 | 3.6% | .

# An excerpt of these results, with values under each structure.
# Every second line gives: TrxR1 substrate, PI4K2A inh, GRP78 ERSR act, USP1 inh, Vif-A3F inh, mIDH1 inhibitor, LDHA inh, RXFP1 ag, Vif-APOBEC3G blk
> COc1ccc(NC(=O)c2ccc(C)cc2)cc1
→ -3%, -14, -9%, -16%, 4%, -1%, 4, -0.4%, 1%
> Cc1cccc(Cn2c(C(=O)OC(C)C)cc3c2ccn3C)c1
→ 2%[11.4 µM], 1, -5%, -21%, -4%, 10%, 18, 1.5%, -10%
> Cc1ccccc1NC(=O)Cn1c(NCC(C)O)nc2ccccc21 (centres undefined)
→ -4%, -2, -3%, 2%, -9%, -16%, -3, 0.1%, -1%

# (continued)
SMILES,TrxR1 substrate,PI4K2A inh,GRP78 ERSR act,USP1 inh,Vif-A3F inh,mIDH1 inhibitor,LDHA inh,RXFP1 ag,Vif-APOBEC3G blk
CCN(C(=O)CSc1nnnn1C)c1c(N)n(Cc2ccccc2)c(=O)[nH]c1=O,9%[57.1 µM],-2,-2%,-12%,17%,11%,0,0.8%,-3%
CCOc1cccc2cc(C(=O)NCc3ccc(Cl)cc3)c(=N)oc12,-7%,3,0%,-18%,-4%,3%,4,-5.1%,0%
CN(C)c1ccc(/C=C/C(=O)c2ccc(O)cc2)cc1[N+](=O)[O-],-1%,-4,?,-25%,-10%,0%,-1,-0.4%,-25%
COc1ccc(-c2ccc(SCC(=O)N3c4ccccc4CC3C)nn2)cc1OC (centres undefined),4%[2.29 µM],-1,5%,-14%,3%,3%,-4,2.9%,-3%
COc1ccc(-c2nc3c4ccccc4ccn3c2CN2CCOCC2)cc1OC,53%[activator],-1,6%,-8%,9%,-1%,-16,3.8%,-2%
Oc1ccc(/C=N/N2CCN(c3ccccn3)CC2)cc1,5%,-7,9%,-12%,-1%,7%,2,0.2%,2%
CSCCC(NS(=O)(=O)c1ccc2c(c1)oc(=O)n2C)C(=O)NC1CCCc2ccccc21 (centres undefined),16%[57.1 µM],2,0%,-19%,-3%,0%,1,2.6%,0%
COc1ccc(NC(=O)Cn2c(=O)n(CCc3ccccc3)c(=O)c3sc4ccccc4c32)cc1,5%,-2,0%,-8%,-9%,-6%,-2,18%,2%
CCc1nc(C)cn1S(=O)(=O)c1ccc(Cl)c(Cl)c1Cl,-9%,0,-8%,-6%,2%,2%,-9,-0.9%,-7%
COC(=O)c1cccc(NC(=O)C(C)N2C(=O)c3ccccc3C2=O)c1 (centres undefined),8%[57.1 µM],-2,-3%,-10%,-2%,0%,-10,0.0%,0%
Cc1c(C)c2c(cc(C)c3c(-c4ccc(Br)cc4)coc32)oc1=O,0%,2,-3%,-4%,-11%,-14%,-12,-0.4%,2%
CCCn1nc(C(=O)NC2CCCCCC2)c2ccccc2c1=O,-8%,-5,-3%,-12%,-12%,3%,?,4.6%,-2%
Cc1cc(NC(=O)c2c(-c3c(Cl)cccc3Cl)noc2C)n(C)n1,5%[57.1 µM],-1,-3%,-12%,0%,1%,-5,0.5%,0%
COc1cccc(CNS(=O)(=O)/C=C/c2ccc3c(c2)OCO3)c1,1%,-4,-7%,-14%,-3%,3%,-3,-0.5%,1%
N#Cc1c(NC(=O)CSc2nc3c(c(C(F)(F)F)n2)CCc2ccccc2-3)sc2c1CCCC2,6%,-3,-5%,-8%,-12%,2%,-4,2.3%,0%
COc1ccc(C2c3c(ccc4ccccc34)Oc3ncn4nc(-c5ccco5)nc4c32)cc1OC (centres undefined),5%,0,-1%,-16%,-15%,1%,1,-1.5%,0%
COc1ccc(NC(=O)C(CCS(C)(=O)=O)N2C(=O)c3ccccc3C2=O)cc1 (centres undefined),6%,-2,14%,-22%,-2%,5%,-3,-1.8%,2%
CN(C1CCS(=O)(=O)C1)S(=O)(=O)c1ccccc1 (centres undefined),-5%,-1,-2%,-22%,-5%,-2%,-3,-0.1%,3%
O=[N+]([O-])c1cc(-c2cnc3ccccc3n2)ccc1Cl,15%[57.1 µM],-9,14%,-21%,-4%,5%,-13,2.3%,3%
CCCC(c1nnnn1CCOC)N(Cc1cc2cc(C)c(C)cc2[nH]c1=O)CC1CCCO1 (centres undefined),-3%,-1,-5%,-5%,-2%,-5%,-10,5.0%,-3%
Cc1cc(OCC(=O)Nc2nnc(C3CC3)s2)ccc1Cl,.,-4,5%,-28%,-1%,-8%,-3,.,2.8µM*
COc1ccc(Cl)cc1NC(=O)c1cc(=O)c2cc(C)cc(C)c2o1,8%,1,-3%,-13%,2%,36%[activator],0,-1.3%,-6%
Cc1ccc2c(c1)N(CC(=O)N1CCCCC1C)C(=O)CO2 (centres undefined),4%,2,-6%,0%,-14%,5%,-10,-0.1%,0%
Cc1ccc2cc(CN(CC3CCCO3)C(=S)NCc3ccco3)c(=O)[nH]c2c1 (centres undefined),0%[57.1 µM],2,-3%,?,-16%,9%,-10,-0.1%,0%
CCOc1ccc(CNC(=O)Cn2nc(C)c3c(C)n(-c4ccc(C)cc4)nc3c2=O)cc1,0%&-6%,9&1,-4%&-2%,-26%&-32%,3%&-3%,-4%&-31%,-13&-2&-2,3.6%&-0.9%,-8%&-1%
O=C(c1ccco1)N1CCN(C(c2cccs2)c2nnnn2C2CCCCC2)CC1 (centres undefined),-6%,4,-2%,-24%,-14%,1%,-2,0.5%,1%
